Screening data as filed in PubChem.
NCF1 inh = inhibitors of human p47phox binding; inhibition, % at 24.7 µM; P14598; 220,000 tested, 0.53% active; AID 1274; p47phox/p22phox peptide binding, fluorescence polarization, 2 h;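 further: 0% = p47phox with labelled peptide and 100% = labelled peptide alone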
Target sequence (P14598 whole entry, looked up): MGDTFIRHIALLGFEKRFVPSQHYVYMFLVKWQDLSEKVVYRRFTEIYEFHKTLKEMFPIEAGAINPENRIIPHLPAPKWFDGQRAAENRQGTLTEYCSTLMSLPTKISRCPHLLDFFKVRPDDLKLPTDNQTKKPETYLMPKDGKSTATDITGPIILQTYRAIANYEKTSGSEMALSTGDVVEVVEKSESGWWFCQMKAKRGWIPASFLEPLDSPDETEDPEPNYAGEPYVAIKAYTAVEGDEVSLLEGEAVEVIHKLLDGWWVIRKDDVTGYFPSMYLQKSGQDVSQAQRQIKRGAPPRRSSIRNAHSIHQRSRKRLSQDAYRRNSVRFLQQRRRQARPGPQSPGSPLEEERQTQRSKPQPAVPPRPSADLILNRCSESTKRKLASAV
14-3-3 Bad inh = disrupts binding of bovine 14-3-3 zeta to phospho-Bad peptide. P63103. TR-FRET 14-3-3zeta/Dy647-pBad peptide displacement, 1 h. inhibition, % at 21.7 µM. 220,000 tested, 0.71% active;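 active means inhibition above about 70%, limit read from the data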;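 further: 0% = full 14-3-3 plus peptide FRET controls and 100% = background without 14-3-3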
thrombin 1536 = blocks human thrombin protease activity; alpha-thrombin, Boc-VPR-AMC fluorogenic substrate cleavage; 220,000 tested, 0.26% active; P00734; AID 1046; inhibition, % at 5 µM;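 active means inhibition at or above 40%; inactive means inhibition below 40%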;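 further: 0% = enzyme with no compound and 100% = wells without enzyme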
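Test system: human alpha-thrombin protein / Dosing: one concentration per compound, 5 µM, with 0.2% DMSO / Medium: pH 7.5 Tris-saline with Tween 20 / Benchmarks: no-compound enzyme wells and no-enzyme blanks / Read-out basis: percent inhibition of thrombin substrate cleavage / Timing: reaction at room temperature / Measured by: fluorescence, ex 355 nm, em 460 nm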
Furin inhibitor = human furin inhibition; purified furin, fluorogenic substrate cleavage; inhibition, % at 30 µM; 220,000 tested, 0.061% active; AID 463115; in the data active means inhibition above about 25%; further: inactives centre near -15
Target sequence (P09958 108-714 limits assumed): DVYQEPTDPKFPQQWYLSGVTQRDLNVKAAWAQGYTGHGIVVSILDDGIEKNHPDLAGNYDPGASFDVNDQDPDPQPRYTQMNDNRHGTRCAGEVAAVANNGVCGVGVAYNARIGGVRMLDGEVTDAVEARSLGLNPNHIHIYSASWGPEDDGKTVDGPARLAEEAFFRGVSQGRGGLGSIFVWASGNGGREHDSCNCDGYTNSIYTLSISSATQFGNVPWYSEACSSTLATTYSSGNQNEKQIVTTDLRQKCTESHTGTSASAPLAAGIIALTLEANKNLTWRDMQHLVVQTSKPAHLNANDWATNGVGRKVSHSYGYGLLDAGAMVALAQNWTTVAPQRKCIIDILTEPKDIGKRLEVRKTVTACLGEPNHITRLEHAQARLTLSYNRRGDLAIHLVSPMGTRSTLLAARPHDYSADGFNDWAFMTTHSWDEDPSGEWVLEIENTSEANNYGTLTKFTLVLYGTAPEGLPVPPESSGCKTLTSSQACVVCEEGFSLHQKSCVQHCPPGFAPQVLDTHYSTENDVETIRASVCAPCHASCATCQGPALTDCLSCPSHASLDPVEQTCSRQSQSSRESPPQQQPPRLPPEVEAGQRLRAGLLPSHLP
Rad51 HR inh = blocks human Rad51 in homologous recombination; Q06609; hRad51 DNA strand exchange, fluorescence dequenching; inhibition, % at 10 µM; 200,000 tested, 0.085% active; AID 1385;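 active means inhibition above 40% at the single screening dose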;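 further: 0% = DMSO control wells and 100% = blanks with heterologous ssDNA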
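Material: hRad51 filaments on single-stranded DNA; Reagent: Donor/quencher-labelled 47-bp dsDNA substrate; Compound: 10 µM final, single point; Schedule: 37 °C 15-min filament assembly, 30-min compound preincubation, 15-min exchange; Technique: FRET fluorescence, excitation 485 nm, emission 520 nm; Benchmarks: control wells and blank wells on each plate.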
eIF4E-4G inh = blocks eIF4E binding to eIF4G | TR-FRET eIF4E-eIF4GI(517-606) binding, 2 h | inhibition, % at 21.7 µM | 220,000 tested, 0.37% active;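 further: 0% = full FRET control wells and 100% = background wells lacking eIF4GI fragment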
KLK5 inh = kallikrein 5 (human) inhibition | recombinant hK5, fluorogenic AMC substrate cleavage | inhibition, % at 5 µM | 210,000 tested, 0.59% active;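 active means inhibition of 40% or more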;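 further: 0% = enzyme controls without compound and 100% = no-enzyme blanks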
EBV gp42 block = EBV gp42 inhibition; Q1HVG2; Fluorescence polarization binding assay, mP read-out; inhibition, % (tested at 21.74 µM); 220,000 tested, 0.42% active; in the data active means inhibition above about 50%
Cl transport mod = KCC2 (human) Cl- transport modulation; B-score of Tl+ flux slope (higher = more flux/activation; lower = inhibition) at 10 µM; 190,000 tested, 2.2% active; Q9H2X9; KCC2 cells, thallium flux FluoZin-2 fluorescence;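 active means thallium flux slope and its plate-corrected score both differing from the plate sample mean at a set confidence after two filtering rounds, in either direction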;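 further: slope of fluorescence scaled to starting intensity during 10 to 20 s after thallium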
Active calls of the source: *; / = no result given; [ ] = another dose, or the depositor's remark.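 How the source made its calls, unless noted: active means inhibition above about 30% (limit read from the data); inactive means the rest.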 Compounds were not picked by outcome; overall some 4.7% were active at least once.

SMILES	NCF1 inh	14-3-3 Bad inh	thrombin 1536	Furin inhibitor	Rad51 HR inh	eIF4E-4G inh	KLK5 inh	EBV gp42 block	Cl transport mod
N#CC1CC(c2ccc([N+](=O)[O-])cc2)=NN1c1ccc([N+](=O)[O-])cc1 (centres undefined)	-74	0	-11	-8	-259	1	-5	94*	-0.032
CC1CCCCC1NC(=S)NC(=O)c1cccs1 (centres undefined)	-13	-2	-8	-17	-12	1	1	-10	117*
O=S(=O)(NCCc1ccc2c(c1)OCCO2)c1cccs1	-18	4[fluorescence artefact?]	-1	-15	2	-5	-15	-35	0.17
CCC(Sc1nc2ccc(C)cc2[nH]1)C(=O)O (centres undefined)	-3	-3	2	-12[20 µM]	-2	-4	-11	-18	0.21
O=C(C1CC=CCC1)N1CCC(CO)(Cc2ccc(Cl)cc2)CC1 (centres undefined)	1	-1	-2	-27	24	-1	/	4	/
O=CN1N=C(c2ccccc2)CC1c1ccccc1[N+](=O)[O-] (centres undefined)	-11	-16	-4	-26	-7	-1[fluorescence artefact?]	-31	-5	0.32
COc1cccc(S(=O)(=O)Nc2ccc(C(=O)N3CCCCCC3)cc2)c1	0	3	16	-8	/	6	/	-9	0.63
C=CCOc1ccnc(-c2ccccc2)n1	-7	2	-15	-19	-6	2	-5	-2	-0.13
Cc1cc(/C=C2\SC(=S)NC2=O)c(C)n1C1CC1	-60	1	1	-21	/	-8	-8	-59	5.6*
CC1CCN(C(=O)Cn2c(=O)n(Cc3ccc4c(c3)OCO4)c(=O)c3ccccc32)CC1	-6	-4	-11	-24	0	-12	-3	0	/

Brought forward from above: five compounds, then new ones.
SMILES	NCF1 inh	14-3-3 Bad inh	thrombin 1536	Furin inhibitor	Rad51 HR inh	eIF4E-4G inh	KLK5 inh	EBV gp42 block	Cl transport mod
O=CN1N=C(c2ccccc2)CC1c1ccccc1[N+](=O)[O-] (centres undefined)	-11	-16	-4	-26	-7	-1[fluorescence artefact?]	-31	-5	0.32
COc1cccc(S(=O)(=O)Nc2ccc(C(=O)N3CCCCCC3)cc2)c1	0	3	16	-8	/	6	/	-9	0.63
C=CCOc1ccnc(-c2ccccc2)n1	-7	2	-15	-19	-6	2	-5	-2	-0.13
Cc1cc(/C=C2\SC(=S)NC2=O)c(C)n1C1CC1	-60	1	1	-21	/	-8	-8	-59	5.6*
CC1CCN(C(=O)Cn2c(=O)n(Cc3ccc4c(c3)OCO4)c(=O)c3ccccc32)CC1	-6	-4	-11	-24	0	-12	-3	0	/
CCOC(=O)c1sc(NC(=O)Nc2ccc(F)cc2)nc1C	-3	-5	-6	-20	4	-7	-9	11	-0.42
CN(Cc1cnn(C)c1)Cc1nc(-c2ccc(Cl)cc2)no1	1	-9	-7	-22	-10	-1	/	0	0.75
Cc1ccccc1C(=O)NC(=S)Nc1cccc(NC(=O)C(C)C)c1	-24	-7	-1	-17	18	-1	-1	-10	-0.17
COc1cc(C2NC(=O)NC(C)=C2[N+](=O)[O-])cc(OC)c1OC (centres undefined)	-10	-8	-1	-5	20	-4	1	-6	0.32
Cc1cc(C)c2nc(NNC(=O)c3cc(-c4cccs4)nc4ccccc34)sc2c1	-20	-7	4	-9	/	2	-74	-33	1
COC(=O)c1cc2c(ccn2-c2ccc(F)cc2)n1Cc1ccc(C#N)cc1	-15	1[fluorescence artefact?]	-3	-17	/	-3	-6	-11	0.52
CCOc1ccccc1NC(=S)NCC1CCCO1 (centres undefined)	-12	-8	-7	-1	-3	-5	-20	-14	-0.081
O=C(NCC1CCCO1)c1cc2c(=O)[nH]c3ccccc3c2s1 (centres undefined)	-4	-1	-5	-33	/	4	/	-2	-2
O=S(=O)(Cc1ccc(Cl)cc1)NCc1cccnc1	1	2	-3	-14	-13	-4	-1	-17	/
O=C1CC(C2CCCO2)C(=O)N1c1ccc(Cl)c(Cl)c1 (centres undefined)	-11	-6	-7	-16	/	0	/	-7	1
CC1CN(CC(=O)Nc2ccccc2Sc2ccccc2)CC(C)O1 (centres undefined)	-27	-6	-3	-13	-12	6	-6	-22	-0.31
Cc1ccc(NC(=O)c2ccc(OC(=O)COc3ccc(Cl)c(C)c3)cc2)cc1	-3	4[fluorescence artefact?]	-7	-10	-7	1	-15	-5	-0.69
COc1ccc2cc(C#N)c(N3CCN(Cc4nnnn4CCC(C)C)CC3)nc2c1	-22	8	5	-13[20 µM]	8	3	-20	-13	0.021
CCOc1cc(CN2CCN(c3cccc(C(F)(F)F)c3)CC2)ccc1O	5	28	3	-15	2	4	-6	13	-0.092
COc1cccc(C2=NOC(C(=O)Nc3cc(C)on3)C2)c1OC (centres undefined)	0	-4	-3	-19	/	-4	4	9	1.6
COc1cc(OC)c(C2=NOC(C(=O)NCc3ccc4c(c3)OCO4)C2)cc1Cl (centres undefined)	-18	-1	3	-26	5	-2	6	9	/
CC(C)OC(=O)CSc1nc2ccccc2s1	-19	14	1	-16[20 µM]	-6	-7	5	-11	-0.056
CCOC(=O)Cn1nc(C)c(NC(=O)COc2ccc([N+](=O)[O-])c(C)c2)c1C	-2	-12	3	-20	15	4	-10	-10	1.6
Cc1ccc2oc(-c3ccccc3)nc2c1	-6	-7	-5	-16[20 µM]	7	1[fluorescence artefact?]	2	-13	-1
CCCOc1ccccc1C1CC(=O)Nc2cc3c(cc21)OCO3 (centres undefined)	-6	-10	-5	-10[20 µM]	-4	-4	-16	-4	-3.1
COCCNC(=O)C1CC(c2cccc(OC)c2)=NO1 (centres undefined)	-7	-1	0	-11	4	1[fluorescence artefact?]	-10	-8	0.42
CN1CCN(C(=O)/C(=C/c2cccs2)NC(=O)c2cccs2)CC1	-11	2	-3	-12	5	3[fluorescence artefact?]	-2	-3	0.32
C=CCn1c(C)cc(/C([O-])=C(/C(=S)Nc2ccc(OC(F)F)cc2)[n+]2ccc(N(C)C)cc2)c1C	-12	-11	6	-7	-121	-2	0	2	0.35
COc1ccc(Cl)cc1NC(=S)NNC(=O)c1cccnc1	-9	-25	-14	-16	-45	2	-5	-14	-0.18
CC1(C)OC(=O)C(=Cc2ccc(-c3ccc(Cl)c(C(=O)O)c3)o2)C(=O)O1	-16	17	-10	-3	-5	5	-4	-84	1
Cn1cc(/C=C/C(=O)N2CCCC(C(=O)c3ccc(C(F)(F)F)cc3)C2)cn1 (centres undefined)	5	-7	3	-31	/	-2	/	1	/
O=C(OCc1nc2ccc(Cl)cc2n1CCO)c1ccccc1C(=O)c1ccccc1	-6	-14	-2	-17	4	0	-19	-10	-1.1
Cn1cccc1Cc1nnc(SCC(=O)Nc2ccccc2F)n1-c1ccc(F)cc1	-19	2	3	-17	2	-1	-3	4	-0.32
O=C(Nc1ccccc1OC(F)F)c1ccc(F)cc1	6	2	-3	-18[20 µM]	5	-2	-7	-2	0.023
CC(=O)NNc1ncnc2ccccc12	1	0	-13	-19	-5	-2[fluorescence artefact?]	14	-6	0.0071
O=C(Nc1cc(C(=O)N2CCOCC2)cc(C(=O)N2CCOCC2)c1)c1cc(F)c(F)cc1Cl	5	-10	-5	-14[20 µM]	5	1	-9	9	-0.42
Clc1cnc(N/N=C/c2ccco2)c(Cl)c1	-2	13[fluorescence artefact?]	31	13	9	-33	20	-9	1.4
O=C(NCc1ccccc1)N1CCN(c2ccc(Cl)c(Cl)c2)CC1	-10	-3	-8	-12	-2	-7	-28	-6	0.14
CCCC(C)C(=O)Nc1nc(C)c(-c2csc(Nc3cc(Cl)ccc3C)n2)s1 (centres undefined)	-23	-4	-1	-21[20 µM]	5	1	7	-9	-0.4
COc1ccc(-c2cc(=O)[nH][nH]2)cc1OC	-1	1[fluorescence artefact?]	0	-26[20 µM]	/	1	6	-14	/
CCN(C(=O)CSc1nnc(-c2cccs2)o1)C1CCS(=O)(=O)C1 (centres undefined)	2	0	-9	-16	3	4	1	-9	0.17
COc1ccc(OC)c(C2C3=C(N=c4s/c(=C\c5cccc(O)c5)c(=O)n42)c2ccccc2CC3)c1 (centres undefined)	-48	-3	-1	-14	15	16	-7	-53	-0.36
COc1ccc(NC(=O)CCCn2c(=O)c3sccc3n(Cc3ccc(C)cc3C)c2=O)cc1	2	1[fluorescence artefact?]	3	-20	24	7	-4	0	-0.13
CCOC(=O)c1c(NC(=O)CSc2nnc(CNc3ccc(OC)cc3)n2C)sc(C)c1C	-3	64	2	9	0	10	-10	-5	-1.6
O=C(COC(=O)C1CC1)Nc1ccc(Oc2ccccc2)cc1	8	-6	-4	-16	-6	10	-3	0	-2
Cc1c(C(=O)c2ccc(Br)cc2)c(=O)n(C)c(=O)n1C	-7	-1	/	-12	15	2	0	-9	0.053
COc1ccccc1NC(=O)Cc1coc2cc(C)ccc12	-5	12	0	-21[20 µM]	1	-1	-33	-13	0.6
O=C(Nc1cccc(C(F)(F)F)c1)C12CC3CC(CC(C3)C1)C2	1	10	-6	-8[20 µM]	-8	0	-6	4	/
COc1ccc(C(=O)CCNc2ccc(C)c(Cl)c2)cc1	-8	3	-4	-18	1	3	-5	-9	1.2
CN(C)S(=O)(=O)c1cccc(NC(=O)Cn2cc(C(F)(F)F)cc(Cl)c2=O)c1	-1	-4	/	-39	-2	-3	2	-14	0.061
CCOC(=O)C1CCN(C(=O)CN(c2cccc(C(F)(F)F)c2)S(C)(=O)=O)CC1	-7	7	-3	-20	-1	-1	2	-1	-0.85
CCOC(=O)C1=C(C)N=C2c3ccccc3C(=O)C2C1c1ccc(C)cc1 (centres undefined)	-18	17	-2	7[20 µM]	1	1	-5	-13	-0.00043
O=C(COc1cccnc1[N+](=O)[O-])Nc1ccc(N2CCOCC2)cc1	-9	-7	-4	-15	19	0	-2	-9	0.81
Nn1c(SCC(=O)Nc2ccccc2F)nnc1-c1cccnc1	-5	-1	-4	-20	5	-24	-10	2	-0.86
O=C(c1ccc(S(=O)(=O)N2CCCCC2)cc1)N1CCc2ccccc2C1	14	-8	-11	-19	1	3	-7	0	-1.8
More structures:
SMILES	NCF1 inh	14-3-3 Bad inh	thrombin 1536	Furin inhibitor	Rad51 HR inh	eIF4E-4G inh	KLK5 inh	EBV gp42 block	Cl transport mod
CCOC(O)[C@H]1N[C@@H](c2ccc(Cl)cc2)[C@@H]([N+](=O)[O-])[C@@H]1c1ccccc1 (some centres undefined)	-12	-5	-2	-20	6	2[fluorescence artefact?]	5	-9	-0.54
CN(C)/C=N/C(=S)Nc1ccc(Cl)cc1	-13	4	-1	-17	2	-1	-22	-10	0.62
COc1ccc(NC(=O)C(CC(C)C)NC(=O)C2CCC(C)CC2)c(OC)c1 (centres undefined)	-4	-23	4	-13	-4	1	2	3	-0.25
CCN(CC)S(=O)(=O)c1ccc(N2CCOCC2)c(NC(=O)c2cccc3ccccc23)c1	10	3	-14	-4	5	1	-6	9	-1.1
O=C(NCC1OCCc2ccccc21)c1ccc(NC(=O)c2ccccc2Cl)cc1 (centres undefined)	-9	0	-4	-19	-5	-2	-7	4	-0.71
C#CCNc1c2c(nc3ncnn13)CC(C)CC2 (centres undefined)	-3	2	3	-21	39	-3	2	-12	-1.3
CCOC(=O)CNC(=O)c1cc(C)oc1C	8	-9[fluorescence artefact?]	-4	-13[20 µM]	-9	-7[fluorescence artefact?]	-4	-9	-0.32
